High-throughput results: PubChem BioAssay, several laboratories
DAX1 inh-1 = NR0B1 (DAX1) inhibition | P51843 | HEK293 Gal4-DAX1 luciferase reporter, luminescence | inhibition, % at 6.75 µM | 0.99% of 340,000 active | AID 504766;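 active means inhibition above the mean over all tested compounds plus 3 SD, cut at about 4.2% in these data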;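 further: 0% = DAX1-transfected cells with DMSO and 100% = empty-vector control cells with DMSO; inhibition shows as a rise in luminescence from relieved DAX1 repression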
hgDAF12 agonist = activates the H. glycines DAF-12 receptor ligand-binding domain; HEK293 GAL4-hgDAF12 UAS-luciferase reporter, agonist luminescence; normalized to butyrate control; activation, % at 6.8 µM; 1.8% of 370,000 active; AID 687014;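 active means activation above a cutoff set at the mean of all screened compounds plus 3 SD, cut at about 10% in these data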;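 further: 0% = DMSO wells and 100% = sodium butyrate wells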
HGIII-sPLA2 inh = Inhibits HGIII-sPLA2 liposome hydrolysis, primary screen; QFRET BODIPY PC-A2 liposome hydrolysis, fluorescence; AID 743126; inhibition, % at 12.2 µM; 0.56% of 370,000 active; Q9NZ20;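 active means inhibition above mean plus 3 SD of compounds lying within the high and low control bounds, cut at about 19% in these data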;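 further: 0% = median of test compound wells and 100% = no enzyme DMSO wells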
Target sequence (Q9NZ20 whole entry, looked up): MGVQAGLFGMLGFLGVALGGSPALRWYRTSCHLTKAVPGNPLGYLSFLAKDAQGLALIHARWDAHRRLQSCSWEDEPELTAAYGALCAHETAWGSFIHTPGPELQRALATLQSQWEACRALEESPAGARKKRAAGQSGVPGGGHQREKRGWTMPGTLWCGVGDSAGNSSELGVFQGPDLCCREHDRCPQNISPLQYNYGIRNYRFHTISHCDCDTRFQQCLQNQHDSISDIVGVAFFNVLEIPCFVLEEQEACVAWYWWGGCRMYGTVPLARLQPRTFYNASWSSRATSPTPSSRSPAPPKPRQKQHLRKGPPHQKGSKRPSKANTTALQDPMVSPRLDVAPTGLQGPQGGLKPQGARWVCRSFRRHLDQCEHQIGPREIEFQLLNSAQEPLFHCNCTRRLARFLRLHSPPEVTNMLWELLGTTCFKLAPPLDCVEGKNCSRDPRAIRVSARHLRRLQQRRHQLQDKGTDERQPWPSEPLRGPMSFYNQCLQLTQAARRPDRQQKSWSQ
SMARCA2 activ = increases SMARCA2 function in MMTV reporter cells; 1% of 370,000 active; activation, % at 9.1 µM; MG213 cells, MMTV-luciferase reporter, dexamethasone, overnight; in the data active means activation above about 7.8%;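 further: 0% = vehicle wells and 100% = reference activator wells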
hcDAF12 agonist = activators of H. contortus DAF-12 nuclear receptor | HEK293 hcDAF-12 lit1-tk-luc reporter, luminescence; 0% DMSO, 100% Δ7-dafachronic acid | activation, % at 6.8 µM | 1.4% of 370,000 active | AID 652067;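 active means activation above the mean of all tested compounds plus 3 SD, cut at about 5.5% in these data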;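 further: 100% = response to 3 µM Δ7-dafachronic acid high control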
Rev-erbA mod = Rev-erb alpha (human) modulation | activity, % at 10 µM | P20393 | Rev-erbα–FITC-DNA binding, fluorescence polarization, 90 min | 0.79% of 370,000 active;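 active means activity above about 14%, limit read from the data; passing the limit was not always enough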;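 further: 0% = DMSO wells with 35 nM protein and 100% = DMSO wells with 750 nM protein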
Target sequence (P20393 whole entry, looked up): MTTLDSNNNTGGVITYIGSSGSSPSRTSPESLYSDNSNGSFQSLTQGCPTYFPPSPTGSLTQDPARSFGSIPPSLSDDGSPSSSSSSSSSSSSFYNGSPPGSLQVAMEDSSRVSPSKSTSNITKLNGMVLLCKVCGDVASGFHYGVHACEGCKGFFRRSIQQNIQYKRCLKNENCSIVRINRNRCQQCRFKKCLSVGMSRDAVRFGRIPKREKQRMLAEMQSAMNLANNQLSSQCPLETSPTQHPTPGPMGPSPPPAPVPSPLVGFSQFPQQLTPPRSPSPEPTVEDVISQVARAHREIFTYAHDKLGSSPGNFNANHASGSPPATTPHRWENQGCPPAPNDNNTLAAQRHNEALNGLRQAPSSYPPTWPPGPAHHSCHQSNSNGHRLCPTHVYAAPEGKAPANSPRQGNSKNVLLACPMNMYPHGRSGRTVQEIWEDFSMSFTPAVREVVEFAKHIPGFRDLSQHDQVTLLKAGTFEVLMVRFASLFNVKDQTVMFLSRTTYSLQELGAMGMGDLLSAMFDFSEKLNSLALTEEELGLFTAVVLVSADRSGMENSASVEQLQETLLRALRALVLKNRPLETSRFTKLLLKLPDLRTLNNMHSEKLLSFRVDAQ
PG9 binder = binds the HIV-1 gp120 antibody PG9; 0.43% of 360,000 active; inhibition, % at 6.7 µM; TR-FRET gp120-PG9 antibody binding; in the data active means inhibition above about 8.5%
FXN GAA850 act = increases GAA850 frataxin promoter reporter activity; HEK293 lucGAA850 FXN promoter luciferase reporter, 24 h; percent of 10 µM SAHA response; activation, % at 6 µM; 0.56% of 360,000 active;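 active means activation above the average of all compounds screened plus 3 SD, cutoff fixed separately per campaign, cut at about 7.5% in these data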;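 further: 0% = DMSO wells and 100% = 10 µM SAHA wells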
PLC-beta3 inh = PLC-beta3 (human) inhibition, primary screen | inhibition, % at 12.2 µM | Purified PLC-beta3, fluorogenic substrate, fluorescence | 0.18% of 370,000 active | AID 720704; in the data active means inhibition above about 11%;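 further: 0% = median of compound wells on plate and 100% = full blocker control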
DAX1 inh-2 = blocks DAX1 repression of SF-1 activated StAR promoter; AID 652010; inhibition, % at 6.8 µM; 1.1% of 370,000 active; HEK293T StAR-luciferase reporter, SF-1/DAX-1 repression relief;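 active means inhibition above the mean over all tested compounds plus 3 SD, cut at about 3.6% in these data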;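 further: 0% = DAX-1 cells with DMSO and 100% = cells lacking DAX-1 with DMSO; higher inhibition means more luminescence from relief of DAX-1 repression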
ssDAF-12 act = S. stercoralis DAF-12 activation, primary screen; HEK293 ssDAF-12/GRIP1 lit1-tk-luc reporter, luminescence; % of 3 µM dafachronic acid response; activation, % at 6.8 µM; 1% of 370,000 active; AID 652126;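 active means activation above the mean over all tested compounds plus 3 SD, cut at about 0.9% in these data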;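 further: 0% = DMSO-only wells and 100% = 3 µM delta7-dafachronic acid wells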
The depositor's hits bear a star; i = inactive; / = not tested or not shown. The order is random; about 7% have a hit in one of these screens.

SMILES	DAX1 inh-1	hgDAF12 agonist	HGIII-sPLA2 inh	SMARCA2 activ	hcDAF12 agonist	Rev-erbA mod	PG9 binder	FXN GAA850 act	PLC-beta3 inh	DAX1 inh-2	ssDAF-12 act
CC(=O)N(CCS(=O)(=O)c1ccc(Cl)cc1)Cc1cccs1	0.7	1.4	3	0	-0.9	3	-2.1	2.4	-3	0.1	-1.6
COC(=O)[C@@]12C[C@@H](CC(=O)NCCc3ccccc3OC)C(=O)N(Cc3cccc4ccccc34)C1=CCC(C)(C)C2	/	-0.3	-22	-6	-1.0	-1	-0.1	/	1	0.0	-0.1
COc1ccccc1CC(=O)Nc1ccc(-c2noc(COc3cccc(C)c3C)n2)cc1	0.2	0.7	-6	-6	-0.7	-3	2.3	-0.5	0	-0.8	-2.0
O=C(NCc1cn2ccsc2n1)Nc1cccc(Cl)c1	-0.5	3.1	1	5	-1.1	8	-1.1	2.5	0	0.8	-1.2
Cc1ccc(C(=O)NCc2ccc3c(c2)OCO3)o1	0.5	1.2	0	-1	-1.7	-1	0.3	3.0	-5	-0.3	-0.8
Cc1oc2ccc(O)cc2c1C(=O)OC(C)C	-0.2	3.0	-18	-1	-2.2	-4	1.6	-1.3	-5	0.2	-1.0
COC(=O)c1sc(NC(=O)CSc2nnc(Cn3nnc4ccccc43)n2C)nc1C	0.3	1.1	18	-4	0.9	2	-0.8	0.3	5	-0.2	1.1*
CCOc1ccc(S(=O)(=O)NCC2CCCO2)c2ccccc12 (stereo unspecified)	1.8	-3.1	0	-3	-0.7	-1	-0.9	0.7	-7	-0.2	-1.7
OC[C@@H]1CN(Cc2ccc3c(c2)OCO3)C[C@H](n2cnc3c(N4CCCC4)ncnc32)O1	/	-0.2	9	-1	-2.7	0	0.7	1.5	7	-0.2	-1.2
COc1ccc(C(NC(=O)c2cccc(F)c2)c2ccccc2)cc1 (stereo unspecified)	0.9	-2.1	-3	-1	0.3	4	-0.9	1.1	3	-0.3	-1.2
CC(C)(Cl)C1Cc2cc3ccc(=O)oc3cc2O1 (stereo unspecified)	0.9	5.4	2	-1	1.3	-1	0.5	7.3	-152	0.8	-1.0
O=C(NCc1ccccc1)c1cccc(NC(=O)c2ccco2)c1	-0.7	-1.7	1	-2	-2.8	2	0.5	-0.2	1	0.6	-1.9
O=C(c1ccccc1)N(CCN1CCOCC1)C1(C(=O)Nc2ccccc2)CCCCC1	-0.1	-0.1	3	0	-0.3	1	-0.3	-0.1	-2	0.0	-1.6
Cc1nc(-c2ccccc2OC(F)(F)F)[nH]c(=O)c1Cl	2.6	0.2	5	-6	-1.5	7	-0.2	2.4	0	-0.2	-2.2
FC(F)(F)c1nnc2c(Sc3ccccc3)nc3ccccc3n12	0.0	5.6	-3	0	4.1	0	-0.8	0.7	-2	0.5	-0.4
CN(C(=O)CC(NC(=O)c1ccccc1)(c1ccccc1)c1ccccc1)c1ccccc1	2.2	-1.9	-12	-2	-0.5	-1	-2.1	-0.6	6	-0.3	-0.8
O=C(NCC(F)(F)F)c1ccc(S(=O)(=O)N2CCN(C(=O)C3CCCO3)CC2)cc1 (stereo unspecified)	0.5	1.2	10	-1	1.1	1	1.1	1.4	-5	-0.3	-0.6
CSC(=S)N/N=C(\C)c1ccc(Br)cc1	1.4	6.0	8	1	0.5	-8	0.2	0.0	2	-0.4	-0.7
COc1ccccc1CCNC(=O)C(=O)NCC1OCCN1S(=O)(=O)c1ccc(F)cc1 (stereo unspecified)	0.1	-0.9	1	-3	-1.7	-4	-3.0	-1.2	-14	-0.2	-0.5
CC(=O)Nc1ccc(NC(=O)c2ccccc2N(C)S(C)(=O)=O)cc1	0.0	0.2	3	0	-1.4	6	0.9	-1.1	0	0.1	-0.9
COc1ccc(NC(=O)c2ccc(OC(F)F)cc2)cc1Cl	0.5	17*	-8	1	5.0	0	-0.3	3.5	-1	3.7*	1.4*
C=CCn1c(SCc2csc(C)n2)nc2sc3c(c2c1=O)CCCCC3	0.3	-0.7	-6	2	-2.0	9	-0.8	0.0	1	-0.2	-1.1
COc1cc(NC(=O)C2=COCCO2)c(OC)cc1Cl	-0.2	-0.3	-1	-2	0.5	-3	-0.6	-1.9	-7	-0.5	-0.6
COCOCCn1cc(CN2CCS(=O)(=O)N(Cc3ccc(-c4ccc(OC)nc4)cc3)C(C)C2=O)nn1 (stereo unspecified)	0.5	4.0	5	-1	-1.3	-4	1.1	0.9	3	-0.2	-0.6
Cc1nc(N/N=C/c2cccc([N+](=O)[O-])c2)cc(N2CCCCC2)n1	1.0	-1.1	7	-4	1.4	8	-2.0	0.5	1	-0.5	-0.1
Cc1noc(C)c1S(=O)(=O)N(C)C[C@H]1Oc2ccc(NC(=O)Cn3cnnn3)cc2C(=O)N([C@H](C)CO)C[C@@H]1C	0.1	0.9	3	1	-1.1	-1	0.0	2.1	-2	-0.1	-1.5
COC(=O)c1cc(Br)c(=O)n(Cc2ccncc2)c1	0.4	2.1	2	1	-0.2	1	0.1	0.9	1	0.2	-0.3
CCCc1cc(=O)oc2cc(OCC(=O)N3CCc4ccccc43)ccc12	0.6	-0.2	7	-2	4.3	21*	1.7	-2.7	-2	0.6	-0.1
COCC(=O)N/N=C/c1ccc(Sc2nc3ccccc3s2)o1	-2.1	2.8	-2	2	1.7	0	-0.7	1.7	-4	-0.1	-0.4
Cc1nc2ccc(NS(=O)(=O)c3ccc(Br)cc3)cc2s1	0.0	2.0	-19	-5	-1.5	-7	-0.9	-0.6	-31	-1.8	-0.8
CCOC(=O)c1sc(NC(=O)c2ccc(S(=O)(=O)N(C)C)cc2)cc1C	-1.6	-4.1	-56	-3	-4.6	9	1.4	0.2	-54	-2.2	-2.8
COc1ccccc1Oc1c(C)oc2c(CN3CCOCC3)c(O)ccc2c1=O	-1.0	-2.5	-5	2	-1.1	3	-0.6	-3.2	i	-0.4	-1.3
Cc1cccc(C)c1-n1c(C)cc(/C=C2\NC(=O)NC2=O)c1C	0.3	-1.8	-4	-2	1.3	4	0.4	6.6	-49	-0.1	-1.6
C=CCN([C@@H](CC(C)C)C(=O)OC)S(=O)(=O)N(CC=C)[C@@H](CC(C)C)C(=O)OC	0.6	-1.3	-8	0	-2.4	3	0.0	0.1	2	-0.6	-1.2
CC(C(=O)N(C)c1ccccc1)N1CCN(C(=O)c2ccccc2)CC1 (stereo unspecified)	1.7	-4.0	11	-1	-0.7	-1	1.9	-1.6	-6	-0.1	-1.5
CC(C)NC(=O)C(=O)NCCN1CCN(S(=O)(=O)c2ccc(Cl)cc2)CC1	-0.2	0.2	0	-2	-1.1	1	0.4	-0.6	8	0.2	-0.8
Cc1nn(C)c(C(=O)N2CCc3ccccc32)c1Cl	0.6	1.0	0	1	3.5	0	-1.4	-2.9	-1	0.5	-0.1
COc1ccc(CN2CCS(=O)(=O)CC2)cc1OC	2.0	-2.0	3	-3	0.0	2	0.6	-0.7	0	-0.6	-1.6
Cc1c(NC(=O)C(C)Sc2ccccc2)c(=O)n(-c2ccccc2)n1C (stereo unspecified)	0.2	-0.5	9	0	-0.9	-3	0.6	-0.7	0	-0.4	-1.3
Cc1ccc(NC(=O)COc2ccccc2C(=O)NCc2ccccc2)cc1	-0.6	-1.6	-36	1	-0.8	2	0.1	-0.1	-5	-1.9	-2.0
O=C(NCCCO)C(=O)NCCc1ccc(Cl)cc1	0.8	0.6	0	-1	-2.3	-2	0.7	0.6	5	-0.2	-1.2
O=C(NCc1ccco1)c1ccccc1-c1ccc(C(F)(F)F)cc1	0.9	-0.6	-1	-7	-1.9	-1	0.5	2.3	3	-0.4	-0.2
CCC(=O)n1nc(-c2ccccc2)nc1NCc1ccccc1	4.2	9.5	4	-2	0.6	-1	0.0	3.4	-2	1.1	-0.2
C[C@@]12C(=O)N(c3ccc(Br)cc3)C(=O)N1[C@@H]1c3ccccc3OC[C@@H]1[C@H]2c1ccccc1	-0.1	-1.1	-1	0	-1.1	0	-3.4	-1.1	4	0.1	-1.3
COc1ccc(C(=O)NC(C)c2ccc(-n3ccnc3)cc2)cc1[N+](=O)[O-] (stereo unspecified)	1.3	1.2	1	-1	-2.2	2	-2.8	-1.2	-2	-0.2	-1.3

Rev-erbA mod: what is marked active above
Structure | DAX1 inh-1 | HGIII-sPLA2 inh | SMARCA2 activ | hcDAF12 agonist | Rev-erbA mod | PG9 binder | PLC-beta3 inh | DAX1 inh-2 | ssDAF-12 act
CCCc1cc(=O)oc2cc(OCC(=O)N3CCc4ccccc43)ccc12 | 0.6 | 7 | -2 | 4.3 | 21* | 1.7 | -2 | 0.6 | -0.1

Later entries:
SMILES	DAX1 inh-1	hgDAF12 agonist	HGIII-sPLA2 inh	SMARCA2 activ	hcDAF12 agonist	Rev-erbA mod	PG9 binder	FXN GAA850 act	PLC-beta3 inh	DAX1 inh-2	ssDAF-12 act
COc1ccc(C(CCN2CCCCC2)c2c(O)cc(OC)cc2OC)cc1 (stereo unspecified)	1.4	-1.4	-4	2	-0.3	-3	1.2	-2.0	4	0.0	-1.0
CCOCC(=O)Nc1cc(C(=O)Nc2cccc(C)c2C)ccc1Cl	-1.1	-0.6	2	1	-2.6	1	0.2	0.2	2	0.7	-1.8
Cc1cc(C(=O)N/N=C/c2ccc(O)c([N+](=O)[O-])c2)n[nH]1	2.5	-1.5	6	3	-0.1	2	-3.1	1.0	5	-0.4	-0.8
Nc1ccc(-c2ccc(N)c(C(=O)O)c2)cc1C(=O)O	0.4	-2.2	7	-1	-0.2	-2	-5.0	1.0	-130	0.2	-1.0
COc1ccc(C2N(C(=O)c3ccccc3)CCN2C(=O)c2ccc(C)cc2)cc1 (stereo unspecified)	-0.7	1.9	-10	-3	-1.8	6	0.4	-0.8	1	0.1	-1.8
O=C1OC(c2ccc(F)cc2)=C/C1=C\c1ccc(O)cc1	-1.1	2.6	5	-2	-1.9	4	-0.4	0.9	-10	0.2	0.7
CCCCNC(=O)c1cc2c(C)cc(C)cc2[nH]1	-0.1	0.0	-6	1	-0.6	-5	-2.2	0.1	-12	-0.1	-1.0
Cc1ccc2[nH]c(=O)c(C3=NN(C(=O)CCC(=O)O)C(c4cccs4)C3)c(-c3ccccc3)c2c1 (stereo unspecified)	-0.7	1.9	-19	-2	0.9	-9	-2.5	-1.4	-65	0.0	-0.4
CC(C)c1cc(Cn2c3ccccc3c(=O)n2C(C)Cn2cc(C3=CCCCC3)nn2)on1 (stereo unspecified)	/	-1.5	0	-4	-1.3	-1	-1.0	/	-27	1.1	-1.6
Cc1ccc(SCC(=O)OCc2csc(CC(=O)Nc3ccccc3C)n2)cc1C	0.1	3.9	-52	1	-0.8	12	-1.2	-0.1	-6	0.1	0.1
O=C(Nc1ccccc1)N1C2CCC1CC(O)(c1cccnc1)C2 (stereo unspecified)	0.1	2.4	3	0	0.3	5	-2.1	-1.9	-1	-0.5	-1.1
COC(=O)c1nnn(-c2ccccc2)c1N	2.3	-1.0	-5	1	-1.1	-10	0.6	-0.7	-1	1.0	-1.2
CCOc1ccccc1-c1ccc(C(=O)NCc2ccccc2)o1	7.3*	-1.7	-23	1	-1.3	3	2.1	0.7	-116	-0.3	-1.4
